Compound activity deposited in PubChem by National Center for Advancing Translational Sciences (NCATS).
PI5P4K alpha inh = qHTS for Inhibitors of phosphatidylinositol 5-phosphate 4-kinase (PI5P4K). max response, %. 330,000 compounds, 1.2% hits. PI5P4Kalpha enzyme, ADP-Glo luminescence, 60 min; hits give low values. Phosphatidylinositol 5-phosphate 4-kinase type-2 alpha (Homo sapiens), P48426; active means max response of -50% or lower; inconclusive means between -30% and -50%; inactive means -30% or higher; further: value at the top dose of about 77 µM; on the % scale 0 is the no-effect control and ±100 the full control effect
Target sequence (P48426 whole entry, looked up): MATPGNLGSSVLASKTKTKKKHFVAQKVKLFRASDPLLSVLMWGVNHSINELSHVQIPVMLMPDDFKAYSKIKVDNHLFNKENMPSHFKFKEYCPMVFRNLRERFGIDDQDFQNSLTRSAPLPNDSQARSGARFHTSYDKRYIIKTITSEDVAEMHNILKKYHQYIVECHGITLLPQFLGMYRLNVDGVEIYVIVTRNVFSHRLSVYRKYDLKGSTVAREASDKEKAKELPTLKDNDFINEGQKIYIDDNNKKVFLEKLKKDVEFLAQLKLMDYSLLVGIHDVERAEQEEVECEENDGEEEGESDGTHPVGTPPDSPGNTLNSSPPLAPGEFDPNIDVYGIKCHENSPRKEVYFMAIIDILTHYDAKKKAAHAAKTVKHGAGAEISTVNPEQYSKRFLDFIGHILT
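Compounds were pin-transferred onto PI5P4Kalpha and substrate in HEPES pH 7.4 buffer with EGTA, CHAPS and 5% DMSO. ATP (5 microM final) started the reaction, which ran 60 minutes at room temperature before ADP-Glo detection.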
EPAC2 antagonist = qHTS for Antagonist of cAMP-regulated guanine nucleotide exchange factor 2 (EPAC2): primary screen; Rap guanine nucleotide exchange factor 4 (Homo sapiens), Q8WZA2; EPAC2 GEF exchange of Rap1B-BODIPY-GDP, fluorescence; Potency, µM (highest dose often 114 µM), for the others: at the highest dose activity, negative = inhibition, most hits filed as inhibitors; 360,000 compounds, 0.18% hits; AID 720708, 2013; further: potency means the concentration at half of the fitted maximal effect; on the % scale 0 is the no-effect control and ±100 the full control effect; nearly all actives have a fitted effect of over 45% in size; many of its hits are not listed in these tables
CCT chaperon mod = High-Throughput Screening for Modulators of Cytosolic Chaperonin Activity; purified chaperonin ATPase assay, HTRF ADP detection, 30 min; activity change, % (concentration not given with the values), hits read low; 360,000 compounds, 0.3% hits; in the data active means activity change below about -30%; further: on the % scale 0 is the no-effect control and ±100 the full control effect
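Nucleotide hydrolysis assay: TRiC at 20–40 nM final (set by batch activity) with 10 uM ATP, 30 min at 37 °C, in presence of 76 uM compound. Detection by competitive ADP HTRF, 30 min ambient.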
PLK1 PBD inh = qHTS for Inhibitors of PLK1-PDB (polo-like kinase 1 - polo-box domain): Primary Screen; Serine/threonine-protein kinase PLK1 (Homo sapiens), P53350; Plk1 PBD binding of FITC phosphopeptide, fluorescence polarization; Potency, µM, for the others: max response, negative = inhibition, usual class: inhibitors; 360,000 compounds, 2.8% hits; further: potency means the concentration at half of the fitted maximal effect; series mostly up to about 57 µM; on the % scale 0 is the no-effect control and ±100 the full control effect; nearly all actives have a fitted effect of over 65% in size
Target sequence (P53350 whole entry, looked up, the tested form may be a part): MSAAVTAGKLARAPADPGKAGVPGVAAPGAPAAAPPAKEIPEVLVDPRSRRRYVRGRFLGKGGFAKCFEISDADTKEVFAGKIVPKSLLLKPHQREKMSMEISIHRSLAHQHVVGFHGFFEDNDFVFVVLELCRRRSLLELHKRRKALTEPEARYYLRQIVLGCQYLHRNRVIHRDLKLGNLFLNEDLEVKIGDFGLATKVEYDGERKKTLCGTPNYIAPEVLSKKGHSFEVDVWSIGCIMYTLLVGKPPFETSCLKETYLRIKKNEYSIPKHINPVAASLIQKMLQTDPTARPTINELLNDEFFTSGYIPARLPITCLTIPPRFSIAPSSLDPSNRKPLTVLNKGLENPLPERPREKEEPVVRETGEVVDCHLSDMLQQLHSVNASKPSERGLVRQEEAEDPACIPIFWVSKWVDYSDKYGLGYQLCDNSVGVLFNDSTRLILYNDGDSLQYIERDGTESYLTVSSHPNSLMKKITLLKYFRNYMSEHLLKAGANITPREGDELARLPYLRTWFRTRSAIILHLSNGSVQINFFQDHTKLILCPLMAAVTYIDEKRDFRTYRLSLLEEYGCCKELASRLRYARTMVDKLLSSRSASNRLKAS
EPAC1 antag = qHTS for Antagonist of cAMP-regulated guanine nucleotide exchange factor 3 (EPAC1): primary screen; AID 720709, 2013; 360,000 compounds, 0.14% hits; Potency, µM (doses to about 115 µM), inactives show at the highest dose activity change, negative = inhibition, most hits filed as inhibitors; Rap guanine nucleotide exchange factor 3 (Homo sapiens), O95398; EPAC1 GEF assay, Rap1b-BODIPY-GDP exchange fluorescence;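 further: potency means the concentration at half of the fitted maximal effect; plate controls were vehicle for no effect and positive control for full effect; nearly all actives have a fitted effect of over 50% in size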
EPAC1 agonist = qHTS for Agonist of cAMP-regulated guanine nucleotide exchange factor 3 (EPAC1): primary screen. Rap guanine nucleotide exchange factor 3 (Homo sapiens), O95398. EPAC1 agonist qHTS, biochemical assay; response scale: 100% = response to 6.5 mM cAMP. Potency, µM (highest dose often 154 µM), inactives show at the highest dose activation, most hits filed as activators. 360,000 compounds, 0.073% hits. AID 720707, 2013; further: potency means the concentration at half of the fitted maximal effect; nearly all actives have a fitted effect of over 60% in size
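Compounds were pinned as a concentration titration into mixtures of EPAC1 (100 nM), BODIPY-GDP-loaded Rap1B (250 nM) and GDP (50 uM). After 5 min at room temperature, fluorescence was followed for 30 min; activity was scaled to 6.5 mM cAMP.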
MmCpn inh = Inhibitors of TCP-1 ring complex (TRiC) of Methanococcus maripaludis (MmCpn): qHTS | Chaperonin Mm-Cpn (Methanococcus maripaludis) | purified Mm-Cpn ATPase, ADP Transcreener TR-FRET | Potency, µM (series often up to 76.9 µM), for inactives: top-dose activity, negative = inhibition, usual class: inhibitors | 330,000 compounds, 0.031% hits | AID 504842, 2011; further: potency means the concentration at half of the fitted maximal effect; on the % scale 0 is the no-effect control and ±100 the full control effect; nearly all actives have a fitted effect of over 80% in size
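Eu-cryptate anti-ADP/ADP-d2 competition gives a ratio inversely related to ADP. Enzyme at 25 nM was pre-exposed to compound for 10 min, then given 10 uM ATP for 30 min, 37°C throughout.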
WRN inhibitor = qHTS for Inhibitors of WRN Helicase; WRN helicase unwinding, fluorescent forked duplex, kinetic; 360,000 compounds, 0.46% hits; Bifunctional 3'-5' exonuclease/ATP-dependent helicase WRN (Homo sapiens), Q14191; Potency, µM (titrated, usually from 114 µM), for the others: at the top dose activity change, negative = inhibition, usual class: inhibitors; further: potency means the concentration at half of the fitted maximal effect; on the % scale 0 is the no-effect control and ±100 the full control effect; nearly all actives have a fitted effect of over 55% in size
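WRN at 20 nM final was preincubated with compound for 15 min at room temperature; reaction started with 100 nM forked duplex oligonucleotide carrying fluorophore and quencher plus 2 mM ATP (final). Unwinding followed kinetically by red fluorescence (ex 525/em 598 nm).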
* marks the source's active call; other numbers are inactive results; ? = inconclusive; . = no result given; [ ] = remark or other dose. Unless noted, the call rests on the fitted dose curve; in most records, active means well fitted curve in the direction sought with a large enough effect; inconclusive means small, poorly fitted or top-dose-only effect, or another doubt; inactive means no such curve, though single readings can be large; an effect the other way counts as inactive or inconclusive.

SMILES	PI5P4K alpha inh	EPAC2 antagonist	CCT chaperon mod	PLK1 PBD inh	EPAC1 antag	EPAC1 agonist	MmCpn inh	WRN inhibitor
O=C(COc1ccccc1F)NNC(=O)c1ccc(N2CCCCC2)c([N+](=O)[O-])c1	2	-1%	-1.5	-4%	-6%	-8%	4%	0%
Cc1ccc(N(Cc2ccccc2)C(=O)c2ccc(C)c(S(=O)(=O)N3CCOCC3)c2)cc1	11	-9%	-0.6	-6%	-10%	6%	1%	-9%
CCOc1ccc(S(=O)(=O)N(CC)CC(=O)NC2CC2)cc1	2	12%	0.6	-10%	5%	-1%	1%	2%
O=C(COc1ccccc1)OCC(=O)N1CCCc2ccccc21	-8	5%	0.2	5%	1%	-6%	-1%	2%
CC(C)[C@H](NC(=O)c1ccccc1)C(=O)OCC(=O)N1CCc2ccccc2C1	.	14%	-0.4	-1%	10%	2%	0%	-2%
O=C(OCCN1CCN(c2ncc(C(F)(F)F)cc2Cl)CC1)c1ccc(F)cc1	-1	-4%	-4.8	-1%	1%	-7%	0%	-4%
O=C(O)c1cccc2c(/C=N/Nc3ccccn3)c[nH]c12	-1	5%	-1.5	1%	7%	-4%	0%	-2%
O=C(O)C1C2CCC(C2)C1C(=O)NCc1ccco1 (stereo not given)	-1	6%	-0.8	-10%	11%	9%	2%	-7%
CC(C)CC(=O)NC(=S)Nc1ccc(S(=O)(=O)Nc2nccs2)cc1	-13	5%	-1.2	-11%	-3%	0%	1%	-9%
S=C(c1cccs1)N1CCN(c2ccccc2)CC1	2	-10%	-1.7	-12%	-4%	16%	.	-26%
CCN(CC)S(=O)(=O)c1cccc(NC(=O)COC(=O)CNC(=O)c2cccc(F)c2)c1	5	?	1.0	-7%	0%	-4%	-3%	-6%
COc1cccc(CNCc2cc(OC)cc(OC)c2)c1	0	9%	-0.1	-14%	-11%	14%	-2%	3%
OC(c1ccc(F)cc1)c1ncc(-c2ccccc2F)[nH]1 (stereo not given)	0	4%	-0.2	-6%	3%	6%	.	0%
Cc1ccc(S(=O)(=O)N2CCN(C(=O)c3cccs3)CC2)cc1	-1	5%	-0.9	-26%	-13%	6%	3%	5%
CS(=O)(=O)N1CCC(Oc2ccccc2C(=O)N2CCNC(=O)C2)CC1	1	5%	-2.1	4%	0%	-3%	?	1%
O=C(CCc1nnc(Cc2ccc3c(c2)OCO3)o1)NCc1nc2ccccc2s1	-8	6%	5.1	-7%	-11%	1%	1%	3%
COc1ccc(/C=C(\NC(=O)c2ccc([N+](=O)[O-])cc2)C(=O)NCCCN2CCOCC2)cc1	1	8%	2.7	7%	3%	3%	2%	6%[57.1 µM]
O=C(c1ccccc1)C(CCc1ccccn1)CCc1ccccn1	-8	6%	0.2	-6%	-10%	5%	.	-30%
COCCN(Cc1nc2ccccc2c(=O)[nH]1)C(=O)c1cccc(S(=O)(=O)N2CCCC2)c1	-2	5%	0.3	-5%	-7%	-1%	1%	1%
CCCCNC(=S)Nc1ccc(C(F)(F)F)cc1	8	-8%	1.4	-1%	-8%	-1%	1%	-1%
Cc1ccc(C(=O)C(C)Oc2ccc3ccc(=O)oc3c2)cc1 (stereo not given)	1	-3%	-2.4	2%	0%	4%	-6%	-12%
Cc1ccc(NC(=S)N(CCCN2CCCC2)Cc2cccn2Cc2ccc(Cl)cc2)cc1C	1	-10%	-0.4	-9%	-13%	8%	1%	-6%
Cc1ccc(N(CC(=O)NCCc2ccc(Cl)cc2)S(=O)(=O)c2c(C)noc2C)cc1	7	0%	-3.6	-15%	-21%	-13%	0%	3%
O=C(c1ccc(=O)[nH]c1)N(Cc1ccco1)C1(C(=O)NC2CCCC2)CCCCC1	-5	21%	-11	1%	-3%	-1%	2%	-6%
c1ccc2c(c1)N1CCN=C1N2CCN1CCCCC1	2	3%	-2.1	-16%	-12%	3%	0%	-9%
NS(=O)(=O)c1cccc(NC(=O)c2cccc(-c3ccc(O)cc3)c2)c1	-7	1%	-1.5	-14%	?	12%	4%	-2%
CCOc1ccc2cc(S(=O)(=O)n3ccnc3C)ccc2c1	-7	1%	-3.0	-29%	-8%	3%	-1%	1%
COc1ccc(Br)cc1CNC(=O)Cn1nc(C)n2cccc2c1=O	2	1%	0.7	3%	-4%	-11%	-1%	5%
Cc1ccccc1C(=O)Nc1nnc(S(=O)(=O)N2CCCCCC2)s1	1	-10%	1.0	-14%	-15%	3%	-1%	-5%
O=C(Nc1nccs1)c1ccc(-c2ccccc2Cl)o1	.	-7%	-2.0	-4%	-5%	21%	-3%	-13%[57.1 µM]
Cc1cc(C(=O)N/N=C\C(Br)=C\c2ccccc2)c(C)o1	10	-6%	-6.8	-18%	-27%	17%	0%	-15%
COc1ccc(CCC(=O)NC2CCCN(Cc3ccc(Cl)cc3)C2)cc1OC (stereo not given)	-6	9%	0.1	-5%	-3%	-10%	1%	0%
Cn1c(=O)c(-c2ccccc2)nc2ccccc21	.	-3%	-0.4	2%	0%	1%	-7%	1%
CSC1=NC2(CC(c3ccccc3)Oc3cc(O)ccc32)CC(C)(C)N1 (stereo not given)	7	-1%	1.9	1%	3%	1%	-1%	0%
CC(NC=O)c1nc2ccccc2n1CCc1ccccc1 (stereo not given)	4	7%	-1.1	-3%	-1%	1%	1%	5%
O=C1CCCN=C(Nc2ccc(F)c(Cl)c2)S1	3	12%	0.0	-3%	7%	-6%	1%	4%
COc1ccc(CN2C[C@H]3CON(C)[C@H]3C[C@H]2c2ccc(-c3cccc(F)c3)cc2)cc1	18	-5%	0.6	5%	-16%	-10%	.	-5%
CCN(CC)S(=O)(=O)c1ccc(N2CCOCC2)c(NC(=O)CCC2CCCCC2)c1	-6	-1%	-3.9	?	-12%	7%	1%	1%
CCn1c(SCC(=O)Nc2cccc(NC(=O)c3ccco3)c2)nnc1-c1cccs1	-11	-1%	-0.5	-7%	-13%	9%	2%	-12%
CC(C)(C)NC(=O)CSc1nsc(SCC(=O)NC(C)(C)C)c1C#N	2	-1%	-2.2	-8%	3%	0%	2%	-3%

11 successive entries already listed, quoted:
SMILES	PI5P4K alpha inh	EPAC2 antagonist	CCT chaperon mod	PLK1 PBD inh	EPAC1 antag	EPAC1 agonist	MmCpn inh	WRN inhibitor
O=C(COc1ccccc1F)NNC(=O)c1ccc(N2CCCCC2)c([N+](=O)[O-])c1	2	-1%	-1.5	-4%	-6%	-8%	4%	0%
Cc1ccc(N(Cc2ccccc2)C(=O)c2ccc(C)c(S(=O)(=O)N3CCOCC3)c2)cc1	11	-9%	-0.6	-6%	-10%	6%	1%	-9%
CCOc1ccc(S(=O)(=O)N(CC)CC(=O)NC2CC2)cc1	2	12%	0.6	-10%	5%	-1%	1%	2%
O=C(COc1ccccc1)OCC(=O)N1CCCc2ccccc21	-8	5%	0.2	5%	1%	-6%	-1%	2%
CC(C)[C@H](NC(=O)c1ccccc1)C(=O)OCC(=O)N1CCc2ccccc2C1	.	14%	-0.4	-1%	10%	2%	0%	-2%
O=C(OCCN1CCN(c2ncc(C(F)(F)F)cc2Cl)CC1)c1ccc(F)cc1	-1	-4%	-4.8	-1%	1%	-7%	0%	-4%
O=C(O)c1cccc2c(/C=N/Nc3ccccn3)c[nH]c12	-1	5%	-1.5	1%	7%	-4%	0%	-2%
O=C(O)C1C2CCC(C2)C1C(=O)NCc1ccco1 (stereo not given)	-1	6%	-0.8	-10%	11%	9%	2%	-7%
CC(C)CC(=O)NC(=S)Nc1ccc(S(=O)(=O)Nc2nccs2)cc1	-13	5%	-1.2	-11%	-3%	0%	1%	-9%
S=C(c1cccs1)N1CCN(c2ccccc2)CC1	2	-10%	-1.7	-12%	-4%	16%	.	-26%
CCN(CC)S(=O)(=O)c1cccc(NC(=O)COC(=O)CNC(=O)c2cccc(F)c2)c1	5	?	1.0	-7%	0%	-4%	-3%	-6%

(more compounds)
SMILES	PI5P4K alpha inh	EPAC2 antagonist	CCT chaperon mod	PLK1 PBD inh	EPAC1 antag	EPAC1 agonist	MmCpn inh	WRN inhibitor
C#CCNC(=O)C1=C[C@H](c2ccc3c(c2)OCO3)C[C@H](OCc2ccc(CO)cc2)O1	-12	8%	-2.9	0%	-8%	1%	.	8%
CSc1cccc(NC(=O)C(=O)NCc2ccccc2)c1	0	-26%	1.0	6%	10%	2%	1%	2%
CCCN(Cc1ccccc1)C(=S)Nc1ccc(OC(F)F)cc1	16	1%	-1.5	4%	-4%	5%	-7%	-9%
Nc1c(C(=O)NC2CCCC2)c2nc3ccccc3nc2n1N	-1	5%	-1.6	-8%	-11%	-12%	0%	-8%
COc1ccc(N2CC(C(=O)OCC(=O)NCc3ccccc3)CC2=O)cc1 (stereo not given)	.	16%	1.3	-3%	18%	3%	0%	1%
NC(=O)CCC(NC(=O)c1ccc(Cl)cc1)C(=O)O (stereo not given)	-6	21%	-18	10%	16%	-6%	1%	1%
CN1CCN(C(=O)Nc2cccc3ccccc23)CC1	.	-1%	-2.7	-11%	2%	16%	-4%	5%
CSc1nc(Cl)cc(N(CCO)CCO)n1	-6	4%	0.6	?	10%	-10%	0%	6%
COc1cccc(C2CC(c3ccccc3Cl)Nc3nc(N)nn32)c1 (stereo not given)	6	0%	-2.3	-5%	-7%	-11%	-1%	-1%
Cc1oc2cc3oc(=O)c(CCC(=O)NCCCN4CCOCC4)c(C)c3cc2c1C	-4	4%	-2.5	-2%	5%	-15%	0%	11%
CN=C1S/C(=C\c2c(OC)cc(OC)cc2OC)C(=O)N1C	11	-10%	1.3	0%	-4%	-7%	-13%	-15%

This is a subset (hit frequency here may not be typical).
